Screening results as filed in PubChem BioAssay.
Apaf-1 inh: inhibitors of human Apaf-1 apoptosome, primary screen, biochemical, DEVD-Rh110 fluorescence, uHTS. Apoptotic protease-activating factor 1 (Homo sapiens), O14727. reconstituted apoptosome caspase-3 activity. inhibition, % at 20 µM. 0.71% of 330,000 active; active means inhibition of at least 40% at 20 µM;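 further: plate controls were DMSO wells for no effect and DEVD-CHO caspase inhibitor wells for full effect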
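System: Apoptosome proteins | Medium: Hepes pH 7.5 with detergent and BSA | Also added: Cytochrome c trigger plus (Z-DEVD)2-Rh110 caspase-3 substrate | Incubation: 30 min compound preincubation, 50 min activation, room temperature | Detection: Rhodamine 110 fluorescence at Ex 480/Em 540 nm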
A3G deaminase: APOBEC3G DNA deaminase inhibitors, primary screen, biochemical, fluorescence, single-stranded DNA substrate, uHTS | DNA dC->dU-editing enzyme APOBEC-3G (Homo sapiens), Q9HC16 | recombinant A3G, ssDNA deamination FAM/TAMRA fluorescence | AID 493012, 2011 | inhibition, % at 20 µM | 0.28% of 330,000 active;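 active means inhibition of at least 40% at 20 µM, with no more than 30% in the related APOBEC3A deaminase screen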;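 further: plate controls were DMSO wells with A3G for no effect and wells lacking A3G enzyme for full effect; some compounds called inactive have numbers as strong as hits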
Target sequence (Q9HC16 whole entry, looked up): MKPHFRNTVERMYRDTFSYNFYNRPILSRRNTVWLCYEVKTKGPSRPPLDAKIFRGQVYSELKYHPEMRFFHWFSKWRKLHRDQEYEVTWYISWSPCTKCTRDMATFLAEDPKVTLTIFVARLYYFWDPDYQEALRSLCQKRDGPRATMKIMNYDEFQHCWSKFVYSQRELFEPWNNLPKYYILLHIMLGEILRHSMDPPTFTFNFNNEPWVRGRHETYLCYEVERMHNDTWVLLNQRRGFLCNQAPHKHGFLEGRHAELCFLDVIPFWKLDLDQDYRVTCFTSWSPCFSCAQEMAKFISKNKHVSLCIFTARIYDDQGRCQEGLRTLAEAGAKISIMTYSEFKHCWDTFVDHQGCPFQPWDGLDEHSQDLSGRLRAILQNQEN
SENP1 FRET inh: human SENP1 catalytic domain inhibitors, primary screen, biochemical, FRET, uHTS; recombinant SENP1 catalytic domain, CyPet-SUMO1-YPet FRET cleavage; 0.21% of 360,000 active; inhibition, % at 10 µM;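 active means inhibition at least 30% at 10 µM, raw YFP signal under a set limit, fluorescence ratio 0.5 to 1.5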;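 further: 0% = enzyme with DMSO and 100% = no enzyme wells; some results filed as inactive read as strong as hits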
Target sequence (Q9P0U3 419-644 limits assumed): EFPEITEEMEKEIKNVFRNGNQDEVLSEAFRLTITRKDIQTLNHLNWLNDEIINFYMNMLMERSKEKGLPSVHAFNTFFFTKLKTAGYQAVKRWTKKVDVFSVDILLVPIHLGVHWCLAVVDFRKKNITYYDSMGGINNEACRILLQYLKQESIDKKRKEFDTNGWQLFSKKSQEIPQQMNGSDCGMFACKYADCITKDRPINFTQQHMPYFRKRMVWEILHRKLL
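Test system: human SENP1 catalytic domain; medium: Tris pH 8 buffer plus EDTA, NaCl, BME, BSA, NP40, catalase; incubation: 50 min reaction at room temperature; technique: FRET, CFP and YFP emission; controls: no-enzyme low control and enzyme-plus-DMSO high control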
SENP7 inh: SENP7 protease inhibitors, primary screen, biochemical, luminescence, uHTS; recombinant SENP7, Z-RLRGG-aminoluciferin luminescence, 40 min; AID 434973, 2010; 1.5% of 330,000 active; inhibition, % at 5 µM; Sentrin-specific protease 7 (Homo sapiens), Q9BQF6;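 active means inhibition above about 50% at the single test dose, limit read from the data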;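 further: plate controls were DMSO with enzyme for no effect and no enzyme buffer wells for full effect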
Target sequence (Q9BQF6 706-1050 limits assumed): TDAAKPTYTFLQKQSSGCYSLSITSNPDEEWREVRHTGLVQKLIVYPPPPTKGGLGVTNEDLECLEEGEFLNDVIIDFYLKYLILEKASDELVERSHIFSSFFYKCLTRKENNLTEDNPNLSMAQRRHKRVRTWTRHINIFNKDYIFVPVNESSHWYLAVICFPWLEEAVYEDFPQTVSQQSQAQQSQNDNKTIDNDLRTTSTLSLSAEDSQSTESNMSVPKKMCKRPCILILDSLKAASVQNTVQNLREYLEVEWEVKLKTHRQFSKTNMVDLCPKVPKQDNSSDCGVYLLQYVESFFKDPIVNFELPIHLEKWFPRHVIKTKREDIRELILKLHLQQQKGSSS
SENP6 inh: SENP6 protease inhibitors, primary screen, biochemical, luminescence, uHTS. inhibition, % at 10 µM. AID 2599, 2010. Sentrin-specific protease 6 (Homo sapiens), Q9GZR1. Recombinant SENP6 catalytic domain, aminoluciferin luminescence. 1.8% of 330,000 active;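 active means inhibition above about 50% at the single tested dose, limit read from the data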;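 further: plate controls were DMSO wells with enzyme for no effect and DMSO wells lacking enzyme for full effect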
UBC13 polyUb: UBC13 polyubiquitin chain formation inhibitors, primary screen, biochemical, TR-FRET, uHTS | Ubiquitin-conjugating enzyme E2 N (Homo sapiens), P61088 | inhibition, % at 20 µM | 0.47% of 330,000 active; in the data active means inhibition above about 45%, passing the limit was not always enough
SENP8 block-1: SENP8 protease inhibitors, primary screen, biochemical, luminescence; AID 2540, 2010; purified SENP8, Z-RLRGG-aminoluciferin cleavage; inhibition, % at 10 µM; 1.2% of 330,000 active; Sentrin-specific protease 8 (Homo sapiens), Q96LD8; in the data active means inhibition above about 50%
SENP8 block-2: human SENP8 protease inhibitors, primary screen, biochemical, fluorescence, Nedd8 protein substrate, uHTS; recombinant SENP8; 0.64% of 360,000 active; AID 602440, 2012; Sentrin-specific protease 8 (Homo sapiens), Q96LD8; inhibition, % at 20 µM; in the data active means inhibition mostly above about 40%, no sharp cut-off; inactive means mostly below about 27%
* = called active by the depositor.

The line under a structure holds: Apaf-1 inh, A3G deaminase, SENP1 FRET inh, SENP7 inh, SENP6 inh, UBC13 polyUb, SENP8 block-1, SENP8 block-2
> Cc1ccccc1CSc1nnc(C)c(=O)[nH]1
 : 6, -6, 0, 8, -19, -13, -16, 8
> COc1ccc(OC)c(CN2CCN(C(=O)[C@@H](NC(=O)c3cccc(C)c3)C(C)C)CC2)c1
 : -3, -3, 3, 2, 5, 2, 3, 3
> Cc1ccc(-c2csc(N3CCC[C@@H]3C(=O)NCCn3c(-c4ccncc4)nc4ccccc43)n2)cc1
 : 20, -8, 0, 1, -8, 6, -7, -9
> Cc1ccc(NC(=O)Cc2nnc(SCC(=O)c3ccc(Br)cc3)n2C)cc1
 : 10, -10, 0, -2, -1, -6, -10, 13
> N#C/C(=C\c1cn(-c2ccccc2)nc1-c1ccccc1)S(=O)(=O)c1ccccc1
 : -8, -2, -1, -1, -3, 5, 7, -253
> COCCn1c(=S)[nH]c2ccccc21
 : -10, -8, 1, -6, -8, 10, -1, 2
> CC(=O)C1=C(C)NC(=O)NC1c1ccc(Cl)cc1 (stereo unspecified)
 : 8, -8, -2, -2, -3, -15, 3, 1
> O/N=C(\c1ccccc1)c1nccc2ccccc12
 : -3, -6, 2, 1, 6, 0, 6, 11
> CC1(C)CC(=O)C=C(NCCCN2CCCC2=O)C1
 : -1, 3, 0, 13, 5, -10, 2, 14
> O=c1oc2ccccc2c(O)c1CN1CCCCC1
 : 3, -1, 1, -9, -2, -6, -10, -3
> COc1ccc(-c2csc(C)n2)cc1Br
 : 8, -5, 0, -1, -46, -8, 1, 10
> O=C(NC1CCCC1)c1cccnc1N1CCCCCC1
 : -16, -8, 2, -5, -16, 8, -4, 21
> CSc1ccccc1NC(=O)CCc1ccccc1
 : -3, -7, 1, 7, 3, 0, -2, 4
> CN(CC(=O)NC1CC(C)(C)NC(C)(C)C1)S(=O)(=O)c1ccc(Br)cc1
 : -7, -4, 3, -1, -9, 11, -4, -3
> NS(=O)(=O)c1ccc(CCNC(=O)c2cnc(Cl)c(Cl)c2)cc1
 : 5, -3, 1, -5, -26, 4, 6, 4
> Cc1ccc(N2C(=N)SCC2=O)cc1Cl
 : 4, 0, -1, 6, -1, -4, 0, 17
> C=CCC[C@H](Cc1ccc(F)cc1)C(=O)OC[C@H](C)NC(=O)[C@H](CC=C)CC(=O)NCCO
 : -4, -9, 1, 7, -5, 3, 10, 8
> Cc1cccc(C)c1NC(=O)COC(=O)CSc1nnc(N)s1
 : 4, -2, 2, 4, -1, 1, 5, 0
> COc1ccc(N2CCN(C(CNC(=O)C(=O)NCCCn3ccnc3)c3cccnc3)CC2)cc1 (stereo unspecified)
 : -5, -11, 2, 0, 4, 4, 5, 18
> O=C(NN1CCOCC1)NC12CC3CC(CC(C3)C1)C2
 : 1, 1, 4, 0, -19, 2, -2, 13
> COc1ccc(OC)c(NC(=O)C2CCCN2C(=O)NC2CCCCC2)c1 (stereo unspecified)
 : 7, -3, 1, 1, 9, 4, 7, 11
> COc1cc(OC)cc(-c2nc(=S)n3ccsc3n2)c1
 : -15, -4, 2, 0, -10, 2, -5, 10
> C/C(=N\NC(=O)CN(c1ccc(Oc2ccccc2)cc1)S(C)(=O)=O)C(C)(C)C
 : 25, 0, 1, -1, 9, -1, -10, 4
> CC(=O)NC1C(OC(=O)/C=C/c2ccccc2)OC(COC(C)=O)C(OC(C)=O)C1OC(C)=O (stereo unspecified)
 : -2, -1, 1, 2, 8, -4, 1, 9
> COc1cc(/C=N/NC(=O)CCc2n[nH]c(=O)[nH]c2=O)ccc1O
 : -11, 1, 1, 2, -10, 5, 2, -2
> O=C(CCC(=O)c1cccs1)NNC(=O)c1cccc(Cl)c1
 : 0, -9, -1, 7, -14, -3, -5, -7
> CCn1c(CSc2nnc(-c3ccncc3)n2CCOC)nc2cc(C(=O)O)ccc21
 : -5, -7, -2, -8, -12, -9, -3, 8
> CCCCc1ccc(NC(=O)CN(C)CC(=O)Nc2ccccc2Cl)cc1
 : 33, -3, 0, -1, -17, -2, 0, 4
> NNC(=O)CNC(c1ccccc1)c1cc(Cl)ccc1NC(=O)c1ccccc1 (stereo unspecified)
 : -10, 10, 2, 0, 12, 6, -4, 3
> CCCCN(C)CCCNC(=O)c1cc(-c2cccnc2)nc2ccccc12
 : 4, -6, 3, 2, -4, -4, 2, 2

A draw from above in order of molar mass, descending.
The line under a structure holds: Apaf-1 inh, A3G deaminase, SENP1 FRET inh, SENP7 inh, SENP6 inh, UBC13 polyUb, SENP8 block-1, SENP8 block-2
> COc1ccc(N2CCN(C(CNC(=O)C(=O)NCCCn3ccnc3)c3cccnc3)CC2)cc1 (stereo unspecified)
 : -5, -11, 2, 0, 4, 4, 5, 18
> CC(=O)NC1C(OC(=O)/C=C/c2ccccc2)OC(COC(C)=O)C(OC(C)=O)C1OC(C)=O (stereo unspecified)
 : -2, -1, 1, 2, 8, -4, 1, 9
> C=CCC[C@H](Cc1ccc(F)cc1)C(=O)OC[C@H](C)NC(=O)[C@H](CC=C)CC(=O)NCCO
 : -4, -9, 1, 7, -5, 3, 10, 8
> Cc1ccc(NC(=O)Cc2nnc(SCC(=O)c3ccc(Br)cc3)n2C)cc1
 : 10, -10, 0, -2, -1, -6, -10, 13
> COc1ccc(OC)c(CN2CCN(C(=O)[C@@H](NC(=O)c3cccc(C)c3)C(C)C)CC2)c1
 : -3, -3, 3, 2, 5, 2, 3, 3
> CN(CC(=O)NC1CC(C)(C)NC(C)(C)C1)S(=O)(=O)c1ccc(Br)cc1
 : -7, -4, 3, -1, -9, 11, -4, -3
> CCCCc1ccc(NC(=O)CN(C)CC(=O)Nc2ccccc2Cl)cc1
 : 33, -3, 0, -1, -17, -2, 0, 4
> CCCCN(C)CCCNC(=O)c1cc(-c2cccnc2)nc2ccccc12
 : 4, -6, 3, 2, -4, -4, 2, 2
> Cc1cccc(C)c1NC(=O)COC(=O)CSc1nnc(N)s1
 : 4, -2, 2, 4, -1, 1, 5, 0
> COc1cc(/C=N/NC(=O)CCc2n[nH]c(=O)[nH]c2=O)ccc1O
 : -11, 1, 1, 2, -10, 5, 2, -2
> COc1cc(OC)cc(-c2nc(=S)n3ccsc3n2)c1
 : -15, -4, 2, 0, -10, 2, -5, 10
> O=C(NC1CCCC1)c1cccnc1N1CCCCCC1
 : -16, -8, 2, -5, -16, 8, -4, 21
> O=C(NN1CCOCC1)NC12CC3CC(CC(C3)C1)C2
 : 1, 1, 4, 0, -19, 2, -2, 13
> CSc1ccccc1NC(=O)CCc1ccccc1
 : -3, -7, 1, 7, 3, 0, -2, 4
> CC(=O)C1=C(C)NC(=O)NC1c1ccc(Cl)cc1 (stereo unspecified)
 : 8, -8, -2, -2, -3, -15, 3, 1
> O=c1oc2ccccc2c(O)c1CN1CCCCC1
 : 3, -1, 1, -9, -2, -6, -10, -3
> Cc1ccccc1CSc1nnc(C)c(=O)[nH]1
 : 6, -6, 0, 8, -19, -13, -16, 8
> Cc1ccc(N2C(=N)SCC2=O)cc1Cl
 : 4, 0, -1, 6, -1, -4, 0, 17

Next part
The line under a structure holds: Apaf-1 inh, A3G deaminase, SENP1 FRET inh, SENP7 inh, SENP6 inh, UBC13 polyUb, SENP8 block-1, SENP8 block-2
> Cc1ccc(OCC(=O)c2c[nH]c3ccccc23)c([N+](=O)[O-])n1
 : -12, -2, -4, -2, -2, 5, -4, -9
> O=c1[nH]c(C(Cl)(Cl)Cl)nc2ccc3ccccc3c12
 : 11, -7, -12, -11, 88*, 0, 74*, 7
> COc1ccc(CCNc2nc(C)cc(=O)[nH]2)cc1OC
 : -4, -2, 0, -2, 3, 8, 2, 4
> CCC1CCCCN1C(=O)CCc1nnc(Cc2c[nH]c3ccccc23)o1 (stereo unspecified)
 : -3, -7, 1, 4, 8, 3, 4, 7
> CCOC(=O)CSc1nc2ccccc2c(=O)n1C
 : 5, -2, 0, 4, 8, 5, 5, 28
> Cc1c(NC(=O)CN2CCCC(C)C2)ccc2nsnc12 (stereo unspecified)
 : 2, 11, 2, -7, 1, -9, 0, -27
> CCOC(=O)N1CCN(c2ccc(N3C(=O)CCCC3=O)cc2[N+](=O)[O-])CC1
 : -1, -6, 0, -8, -3, -14, -7, 20
> O=C(Nc1ncc(Cc2ccc(Cl)cc2Cl)s1)c1ccc([N+](=O)[O-])cc1
 : -4, 0, 1, -5, -20, -24, -9, 5
> Cc1ccc(Nc2nc(N)c([N+](=O)[O-])c(N3CCOCC3)n2)cc1C
 : -9, -7, 0, 3, -19, 5, -4, 41*
> O=C(COC(=O)c1cccc(Cl)c1)Nc1cccc(S(=O)(=O)NC2=NCCC2)c1
 : 17, -3, 2, 0, -13, -14, -10, 6
> CCOC(=O)c1c(NC(=O)CSc2c[nH]c3ccccc23)sc2c1CCCC2
 : 6, -4, -2, 0, -8, 4, 6, 0
> CCCCNCCCCOc1ccccc1
 : -3, -1, -1, -5, -9, 3, -1, 15
> Cc1cc(OCC(=O)Nc2cc(-c3nn4c(C)nnc4s3)ccc2C)ccc1Cl
 : -4, -6, -21, -1, 15, 31, -3, 7
> O=C(COc1ccc(S(=O)(=O)N2CCCC2)cc1)Nc1ccc2c(c1)OCCO2
 : -2, 1, 2, -1, -5, 2, -4, 16
> CC(C)CN(C(=O)C1CCCO1)c1c(N)n(CC(C)C)c(=O)[nH]c1=O (stereo unspecified)
 : -32, 22, 1, -5, -11, -12, 1, 9
> O=C(COc1ccccc1)NS(=O)(=O)c1ccc(Cl)cc1
 : 0, -2, -1, 7, 7, 0, -5, -6
> Fc1ccc(NC(=S)Nc2cc(-c3ccccc3)[nH]n2)cc1Cl
 : -1, -3, 0, 0, -25, 6, -1, 14
> NC(=O)CSc1nc2c(sc3ccccc32)c(=O)n1CCCC(=O)NCC1CCCO1 (stereo unspecified)
 : 4, -3, 0, -5, -1, 3, 3, -8
> O=C(CCS(=O)(=O)c1ccc(F)cc1)N1CCN(c2ccccc2)CC1
 : -6, -10, 4, 3, 41, 3, -5, 18
> COc1ccc(N2C(=O)C3C4C=CC(C5CC45)C3C2=O)c([N+](=O)[O-])c1 (stereo unspecified)
 : 6, 4, 2, 4, -15, -6, -4, 26
> Nc1nonc1/C(=N/O)N1CCCC1
 : 1, -2, 0, 3, -1, 4, 10, 14
> Cc1ccc(C)c(NC(=O)COC(=O)c2cccc(S(=O)(=O)N3CCCCC3)c2)c1
 : -2, -6, 0, -6, 2, 2, 7, 26
> CC(C)C(=O)NNc1ccc(C(F)(F)F)cn1
 : -10, -3, 0, 10, -14, -3, -4, 4
> CCOC(=O)c1ccc(N=C2NC(=O)CS2)cc1
 : -1, -9, 0, 3, 2, 0, 4, 31
> COc1ccc(N(CC(=O)Nc2cc(OC)ccc2OC)S(C)(=O)=O)cc1
 : 0, -2, 0, -6, -14, -26, -13, 7
